JMJD2E inh – blocks human JMJD2E demethylase activity. B2RXH2. JMJD2E catalytic domain, FDH-coupled NADH fluorescence (FDH is formaldehyde dehydrogenase). Potency, µM (series often up to 57.1 µM), for the others: at the highest dose activity change, negative = inhibition, usual class: inhibitors. hit rate 1.6% among 230,000. AID 2147; active means well fitted inhibition curve with a large enough effect, not every such curve was filed as active; inconclusive means small, poorly fitted or top-dose-only effect, or another doubt; inactive means no such curve, though single readings can be large or run the other way;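 further: 0% = wells with enzyme and -100% = buffer wells without enzyme; nearly all actives have a fitted effect of over 50% in size; many of its hits are not listed in these tables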
Target sequence (B2RXH2 1-337 limits assumed): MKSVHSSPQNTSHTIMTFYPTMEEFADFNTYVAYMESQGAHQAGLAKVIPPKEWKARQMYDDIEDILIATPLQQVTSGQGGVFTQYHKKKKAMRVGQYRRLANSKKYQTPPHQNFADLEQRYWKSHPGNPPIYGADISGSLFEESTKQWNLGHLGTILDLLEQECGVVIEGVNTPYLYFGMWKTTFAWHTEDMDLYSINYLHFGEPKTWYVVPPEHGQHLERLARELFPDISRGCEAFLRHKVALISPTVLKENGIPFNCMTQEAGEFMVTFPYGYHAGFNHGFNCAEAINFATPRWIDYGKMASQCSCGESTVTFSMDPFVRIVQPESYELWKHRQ
GoLoco inh red – RGS12 GoLoco-Gai1 interaction inhibition; P63096; Gai1:RGS12 GoLoco peptide FP, rhodamine, 10 min; hit rate 0.44% among 230,000; Potency, µM (highest dose often 61.6 µM), inactives show at the highest dose activity, negative = inhibition, actives largely listed as inhibitors; AID 880; active means well fitted inhibition curve with a large enough effect, not every such curve was filed as active; inactive means no such curve, though single readings can be large or run the other way; further: on the % scale 0 is the no-effect control and ±100 the full control effect; nearly all actives have a fitted effect of over 30% in size; many of its hits are not listed in these tables
Target sequence (P63096 whole entry, looked up): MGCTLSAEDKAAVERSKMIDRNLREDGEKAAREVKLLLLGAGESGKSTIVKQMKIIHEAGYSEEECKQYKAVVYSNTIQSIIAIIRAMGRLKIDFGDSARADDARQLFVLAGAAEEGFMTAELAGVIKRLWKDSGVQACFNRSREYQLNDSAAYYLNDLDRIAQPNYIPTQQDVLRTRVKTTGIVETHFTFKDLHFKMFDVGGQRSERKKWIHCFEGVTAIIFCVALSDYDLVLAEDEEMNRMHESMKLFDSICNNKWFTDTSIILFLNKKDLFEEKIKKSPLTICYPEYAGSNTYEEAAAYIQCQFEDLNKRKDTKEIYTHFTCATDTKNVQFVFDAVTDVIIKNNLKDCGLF
Epigenetic reg – epigenetic control regulation, reporter derepression | hit rate 0.2% among 280,000 | murine LDR cells, GFP reporter derepression, 30 h | Potency, µM (titrated, usually from 53.9 µM), for the others: top-dose GFP activation, usual class: activators; further: % of control where 0% means no effect; nearly all actives have a fitted effect of over 60% in size
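GFP-positive cell count by laser-scanning cytometry (objects 20–120 um) after 30 h, 37 C compound exposure of murine LDR cells; reporter is CMV-GFP integrated at a silenced locus, inducible by HDAC or DNMT inhibitors.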
SMN2 splice up – SMN2 splice variant enhancement; hit rate 2.8% among 210,000; HEK293 SMN2-luciferase splicing reporter, luminescence, 30-36 h; AID 1458; Potency, µM (highest dose often 46.1 µM), for inactives: at the highest dose activity change, positive = activation, actives largely listed as activators; further: % of control where 0% means no effect; nearly all actives have a fitted effect of over 55% in size
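HEK293 cells carry an SMN2 […]–luciferase reporter in which exon 7 inclusion puts luciferase in frame. Cells were plated 10-12 h before compound addition, then incubated 30-36 h at 37C. ONE-Glo luminescence was read; sodium butyrate at 4.5 mM final served as control.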
NPSR antag – blocks cAMP signaling of the human neuropeptide S receptor; Q6W5P4; CHO-NPSR cells, cAMP TR-FRET, antagonist mode; Potency, µM (titrated, usually from 38.3 µM), without a hit: at the top dose activity change, negative = inhibition, most hits filed as inhibitors; hit rate 1% among 220,000; AID 1461; further: on the % scale 0 is the no-effect control and ±100 the full control effect; nearly all actives have a fitted effect of over 50% in size; many of its hits are not listed in these tables
Target sequence (Q6W5P4 whole entry, looked up): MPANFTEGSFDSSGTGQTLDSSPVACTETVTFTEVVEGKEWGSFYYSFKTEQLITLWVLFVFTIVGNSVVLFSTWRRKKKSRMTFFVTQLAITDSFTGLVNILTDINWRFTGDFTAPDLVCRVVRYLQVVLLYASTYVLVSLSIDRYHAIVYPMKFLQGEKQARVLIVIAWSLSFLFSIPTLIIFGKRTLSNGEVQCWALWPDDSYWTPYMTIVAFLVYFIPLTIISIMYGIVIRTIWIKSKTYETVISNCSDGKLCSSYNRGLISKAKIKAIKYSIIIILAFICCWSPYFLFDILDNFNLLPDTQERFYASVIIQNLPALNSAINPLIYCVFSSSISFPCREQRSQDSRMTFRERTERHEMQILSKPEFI
IMPase Li inh – membrane-permeable IMPase blocker, potentiated with lithium; AID 1457; Potency, µM (highest dose often 59.4 µM), without a hit: top-dose activity, negative = IMPase inhibition, most hits filed as inhibitors; hit rate 0.35% among 210,000; CHO-M1 cells, IP1 TR-FRET (IP-One), carbachol + lithium;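 further: IP1 builds up when IMPase is blocked and the TR-FRET signal falls; plate controls were basal vehicle for no effect and high inhibitor control for full effect; nearly all actives have a fitted effect of over 50% in size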
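CHO cells stably expressing M1 receptor (2000/well, cultured 16–30 h) treated 30 min at 37C with compound plus low lithium. Cytosolic IP1 by TR-FRET (665/620 ratio and 620 channel) after 10 min lysis; AC50 by Hill fit.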
RECQ1 helicase – RECQ1 (human) helicase inhibition. P46063. RECQ1 DNA unwinding, red fluorescence kinetic read. hit rate 0.54% among 240,000. Potency, µM (highest dose often 57.3 µM), for the others: at the top dose activity, negative = inhibition, usual class: inhibitors;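 further: plate controls were vehicle for no effect and no enzyme for full effect; nearly all actives have a fitted effect of over 30% in size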
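RECQ1T1 50 nM; forked duplex (20 bp + 30-nt ss tails) 200 nM, ATP 2 mM final; pH 8.0, 2 mM MgCl2, 2.5 ug/ml poly(dI-dC); 15 min compound preincubation; discontinuous kinetic read over 2 h at RT.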
Luc counter – Kinase-Glo luciferase inhibition (counter-screen) | AID 1379 | Kinase-Glo luciferase, ATP luminescence, 8 min | Potency, µM (top dose mostly 38.3 µM), inactives show at the top dose activity change, negative = inhibition, hits mostly inhibitors | hit rate 0.28% among 200,000; further: on the % scale 0 is the no-effect control and ±100 the full control effect; nearly all actives have a fitted effect of over 60% in size
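Inhibition of Kinase-Glo luciferase light generation was assessed at 10 uM ATP in pH 7.2 imidazole buffer, with luminescence measured after eight minutes at ambient temperature.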
* hit, by the source's call; i = inactive; u = inconclusive; x = no result given; [ ] = another dose, or the depositor's remark. Unless noted, the call rests on the fitted dose curve; in most records, active means well fitted curve in the direction sought with a large enough effect; inconclusive means small, poorly fitted or top-dose-only effect, or another doubt; inactive means no such curve, though single readings can be large; an effect the other way counts as inactive or inconclusive. Potency means the concentration at half of the fitted maximal effect. A portion of the library, so the mix of outcomes need not match the whole.

Start of the data: the first 4 entries, ahead of the listing:
mol	NPSR antag	Epigenetic reg	GoLoco inh red	Luc counter	SMN2 splice up	IMPase Li inh	JMJD2E inh	RECQ1 helicase
COc1ccc(NC(=O)N(Cc2cc3cc(OC)c(OC)cc3[nH]c2=O)CC2CCCO2)cc1 (stereo unspecified)	19.9%	-1.3%	8.3%	-1.3%	x	-4.5%	u	-10.7%
Cc1cc(C)n(CCc2nc(-c3cccs3)cs2)n1	1.4%[46.1 µM]	2.0%	-4.2%	2.0%	8.0%	4.9%	-6.2%	-2.4%
COc1ccc(-c2cc(C(F)(F)F)c(C#N)c(SCC(=O)O)n2)cc1	42.5%	1.1%	-1.1%	0.1%	x	-11.4%	u	0.0%
COc1ccc(C(=O)Nc2ccccc2C(=O)NCCN2CCOCC2)cc1	-17.1%[46.1 µM]	0.0%	4.1%	-5.7%	-13.8%	6.4%[38.3 µM]	7.2%	-0.3%

Main list (from the top)
mol	NPSR antag	Epigenetic reg	GoLoco inh red	Luc counter	SMN2 splice up	IMPase Li inh	JMJD2E inh	RECQ1 helicase
COc1ccc(NC(=O)N(Cc2cc3cc(OC)c(OC)cc3[nH]c2=O)CC2CCCO2)cc1 (stereo unspecified)	19.9%	-1.3%	8.3%	-1.3%	x	-4.5%	u	-10.7%
Cc1cc(C)n(CCc2nc(-c3cccs3)cs2)n1	1.4%[46.1 µM]	2.0%	-4.2%	2.0%	8.0%	4.9%	-6.2%	-2.4%
COc1ccc(-c2cc(C(F)(F)F)c(C#N)c(SCC(=O)O)n2)cc1	42.5%	1.1%	-1.1%	0.1%	x	-11.4%	u	0.0%
COc1ccc(C(=O)Nc2ccccc2C(=O)NCCN2CCOCC2)cc1	-17.1%[46.1 µM]	0.0%	4.1%	-5.7%	-13.8%	6.4%[38.3 µM]	7.2%	-0.3%
COc1ccc(N=C2CCS(=O)(=O)c3sccc32)cc1	7.8%	2.4%	14.4%	3.0%	6.0%	-0.4%	8.9%	i
O=C(O)CC1(CC(=O)NCc2ccc(-c3cccs3)cc2)CCCCC1	38.7%	0.0%	6.5%	x	x	x	2.7%	6.0%
NC(N)=N/N=C(/c1ccccc1)c1ccc(O)cc1O	x	x	5.0%[14.2 µM]	-0.5%[7.66 µM]	-16.3%[9.22 µM]	2.3%	x	x
OC(COc1ccc(C2C=CCC2)cc1)CN1CCCCC1 (stereo unspecified)	-1.1%[46.1 µM]	-0.8%	-1.9%	5.0%	-11.9%	16.3%[38.3 µM]	-0.5%	u
CCC1(C(=O)O)NC(c2cccc(OC)c2O)C2C(=O)N(c3ccccc3)C(=O)C21 (stereo unspecified)	9.2%	-1.0%	-1.9%	-0.5%	-0.7%	7.4%	-18.5%	-8.6%
COC(=O)Cn1c(CN2CCc3ccccc3C2)nc2c1c(=O)n(C)c(=O)n2C	-4.7%[46.1 µM]	0.0%	7.4%	2.0%	-20.8%	25.0%[38.3 µM]	-22.2%	-7.8%
COC(=O)c1nnn(-c2cccc(Cl)c2)c1C(=O)OC	2.4%	-0.3%	5.9%	x	x	x	-1.1%	-3.0%
COC(=O)CSc1nc2ncccc2[nH]1	-6.5%[46.1 µM]	-1.2%	3.6%	-3.9%	-12.6%	4.6%[38.3 µM]	-2.4%	i
Cc1ccc(-c2nc3c(c(=O)[nH]c(=O)n3Cc3ccccc3)n2C)o1	-7.5%	-0.2%	25.6%	-5.0%	3.3%	u	u	14.1µM*
Cc1ccc(C(=O)NC(NC(=S)Nc2ccc(S(N)(=O)=O)cc2)C(Cl)(Cl)Cl)cc1 (stereo unspecified)	-22.8%	-3.2%	-6.8%	2.3%	3.8%	-2.4%	-0.5%	-1.5%
CC1(C)OC(=O)C(=CNc2ccc(F)cc2)C(=O)O1	-1.3%[7.67 µM]	-5.6%	7.7%	-3.8%	24.3%	-1.5%[38.3 µM]	-1.0%	-2.0%
COC(=O)C1CCN(C(=O)c2cc3ccccc3oc2=O)CC1	3.6%[46.1 µM]	1.4%	-18.1%	-2.7%	0.8%	17.4%[38.3 µM]	-6.6%	11.6%
O=C(Nc1cccnc1)c1cccc(-c2cc3ccccc3oc2=O)c1	4.8%	-1.9%[10.1 µM]	-2.9%	-5.9%	19.8%	-4.6%	-3.4%	i
N/C(=N\c1nc(CSc2ccc(Cl)cc2)cc(=O)[nH]1)Nc1cccc2ccccc12	1.4%[46.1 µM]	-8.9%	-1.4%	2.3%	-6.3%	24.9%[38.3 µM]	6.0%	-12.8%
COc1ccc(Cn2c(=S)[nH]c3ccccc32)cc1	-2.3%	2.0%	4.6%	-1.2%	17.2%	7.8%	u	-0.5%
O=C(COc1ccc2ccc(=O)oc2c1)Nc1ccc2c(c1)OCCO2	-5.4%[46.1 µM]	0.7%	6.6%	0.1%	11.9%	-25.0%[38.3 µM]	u	i
S=c1[nH]nc(-c2ccncc2)n1/N=C/C=C/c1ccco1	-33.5%	-0.6%	12.7%	-1.4%	-2.6%	13.3%	-11.1%	-9.5%
Cc1ccc(-c2cccc(OC(=O)c3ccccc3F)c2)cc1	-2.9%[46.1 µM]	-1.3%	-12.4%	-9.4%	16.6%	-3.0%[38.3 µM]	6.2%	-4.6%
Cc1ccc(CN2CCN(/N=C/C(Br)=C\c3ccccc3)CC2)cc1	36.2%	4.1%	-0.7%	x	x	x	-17.8%	-2.2%
CC(=O)Nc1ccc(S(=O)(=O)N2CCC(NC(=O)c3ccco3)CC2)cc1	-1.9%[46.1 µM]	0.0%	-5.3%	3.4%	6.7%	-3.3%	8.1%	-0.7%
COc1ccc(S(=O)(=O)Nc2ccccn2)cc1OC	-5.5%[46.1 µM]	4.5%	-8.3%	3.2%	-4.6%	12.3%[38.3 µM]	0.2%	-13.0%
NCCC[C@@H](CC(=O)N[C@@H]1CCCC[C@H]1C(=O)N[C@H](CC(=O)N[C@@H](CCC(=O)O)CC(=O)O)Cc1c[nH]c2ccccc12)NC(=O)C[C@H](Cc1ccccc1)NC(=O)[C@@H]1CCCC[C@H]1N	x	1.1%	6.5%	2.2%	7.6%	10.3%	-11.2%	-0.6%
CC(NC(=O)C1C(=O)N(CCO)C2(C)CC1c1ccccc1O2)c1ccccc1 (stereo unspecified)	3.4%[46.1 µM]	-0.2%	-2.7%	-6.2%	-24.2%	-3.5%[38.3 µM]	-0.1%	-0.6%
COc1ccccc1NS(=O)(=O)c1cccc(C(=O)NN=C2CCCC2)c1	5.7%	0.0%	2.2%	1.1%	6.0%	1.6%	u	i
CCCOC(=O)c1ccc(NC(=O)C(=O)NCCN(CC)CC)cc1	3.4%	0.0%	-0.1%	-6.3%	-18.3%	15.2%	-4.6%	i
Cc1ccc(-c2nnc(/C=C/c3ccccc3)o2)cc1	-5.2%	0.0%	13.6%	-2.9%	17.8µM*	-4.3%	1.4%	-2.4%
CN(CCO)c1ncnc2c1sc1nc(N3CCOCC3)c3c(c12)CCC3	-5.6%	3.3%	17.3%	x	x	x	u	-9.7%
O=C1CCN(C(=O)Nc2ccccc2Cl)N1	5.0%[46.1 µM]	-0.1%	2.8%	-0.9%	-8.7%	-2.5%[38.3 µM]	10.5%	-13.3%
O=C(O)c1ccc2c(c1)C(=O)N(NC(=O)c1ccc(O)cc1)C2=O	12.6%	-3.2%	9.0%	-0.4%	-1.3%	-5.9%	1.2%	-3.3%
O=C(O)CCC(=O)N1CCCC1	13.5%	0.9%	6.9%	1.7%	-7.0%	-0.2%	-1.6%	-11.6%
CN(C)C(=O)/C(=C\c1ccc(-c2cccc([N+](=O)[O-])c2)o1)NC(=O)c1ccccc1	-38.4%	-1.4%	2.0%	1.5%	1.3%	-11.9%	-2.9%	-2.6%
CCOC(=O)CN1C(=O)N[C@@H](c2ccccc2)[C@H](C(C)=O)[C@H]1C	x	x	0.4%[14.2 µM]	-8.6%[7.66 µM]	-2.8%[9.22 µM]	2.4%	13.1%[11.4 µM]	-4.3%[11.5 µM]
CCOC(=O)CNC(=O)CSc1nnc(-c2cccc(OC)c2)n1CC	-1.5%[46.1 µM]	-1.5%	-2.7%	-0.4%	-17.0%	-13.4%[38.3 µM]	1.9%	0.3%
COc1ccc(CC(=O)NCc2n[nH]c(=S)n2-c2ccccc2)cc1	7.7%	2.9%	-5.9%	-1.3%	7.2%	-4.0%	8.0%	i
CC(C)OC(=O)/C(C#N)=C/c1cn(C)c2ccccc12	-6.3%	-2.8%	7.5%	x	x	x	-3.4%	-8.5%
c1ccc(CSc2nnnn2-c2ccc3c(c2)OCCO3)nc1	-18.0%[46.1 µM]	0.7%	-5.5%	11.9%	-4.3%	-11.1%[38.3 µM]	0.9%	-4.3%
CC(O)c1cc2c(cc1NC(=O)c1cnn3c1NC(c1ccco1)CC3C(F)(F)F)OCO2 (stereo unspecified)	-20.0%[46.1 µM]	1.2%	201.4%[activator]	4.7%	u	3.1%[38.3 µM]	6.6%	-23.7%
Cc1ccnc2nc(C(=O)Nc3nnc(-c4ccc(Cl)cc4)o3)nn12	-4.7%	-2.8%	10.1%	2.0%	14.0%	-1.5%	-4.1%	i
O=C(Cn1ccc2ccccc2c1=O)N1CCN(c2cccc(Cl)c2)CC1	-4.5%[46.1 µM]	-1.3%	-3.2%	-5.1%	-5.7%	-6.8%[38.3 µM]	-12.7%	-5.6%
C=CCN1C(c2ccc(OCC)cc2)=CS/C1=C(\C#N)c1nnc2n1CCCCC2	u	0.0%	18.9%	-2.6%	-45.0%[inhibitor]	32.7%[activator][38.3 µM]	-2.5%	-16.6%
COc1ccc(-c2cc3nc4n(c(=O)c3s2)CCCCC4)cc1	20.4%	0.5%	7.9%	x	x	x	u	i
COC(=O)c1sccc1NC(=O)/C=C/c1c(Cl)cccc1Cl	-22.2%[46.1 µM]	9.6%	-4.0%	-7.6%	14.1µM*	31.6%[activator][38.3 µM]	2.1%	-7.7%

High-throughput results deposited in PubChem by National Center for Advancing Translational Sciences (NCATS).
